CCHFV vOTU inh: CCHFV vOTU protease inhibitors, primary screen, biochemical, Pep-AMC substrate, fluorescence; Crimean-Congo hemorrhagic fever virus L polyprotein viral ovarian tumor (vOTU) protease …; inhibition, % at 11.5 µM; 370,000 compounds, 0.55% hits; in the data active = inhibition above about 30%; also: 0% = vehicle wells with enzyme and 100% = no enzyme wells
Yp Topo-I inh: Yersinia pestis topoisomerase I inhibitors, primary screen, biochemical, cleavage product accumulation, plate reader, single point | DNA topoisomerase I (Yersinia pestis CO92) | Y. pestis Topo-I cleavage product accumulation | activity, % at 10 µM | 360,000 compounds, 0.064% hits | AID 504884, 2011; in the data active = activity above about 50%, passing the limit was not always enough; also: inactives centre near 2
PriA SSB inh: inhibitors of Klebsiella pneumoniae PriA binding to SSB C-terminal tail, primary screen, biochemical, AlphaScreen | AlphaScreen SSBct-PriA binding, biotinylated peptide | inhibition, % at 33 µM | 430,000 compounds, 0.6% hits | PriA–SSB C-terminal tail interaction (Klebsiella pneumoniae); in the data active = inhibition mostly above about 37%, no sharp cut-off; inactive = mostly below about 20%;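 also: plate controls were negative control peptide for no effect and reference peptide for full effect; strong numbers were not always called active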
BH1578 lux ind: inducers of Vibrio cholerae quorum light production without autoinducers, primary screen, BH1578 luxS cqsA deficient, single point; activation, % at 18.7 µM; 350,000 compounds, 0.16% hits; V. cholerae BH1578 lux reporter, luminescence, 6 h; in the data active = activation mostly above about 9.7%, no sharp cut-off; also: not every result past the cut was called active; inactives centre near 0; reference of the scale not given here
Rv3671c inh: Rv3671c serine protease inhibitors, primary screen, biochemical, fluorescence polarization, M. tuberculosis H37Rv | inhibition, % at 5.96 µM | 320,000 compounds, 0.048% hits; in the data active = inhibition above about 38%;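 also: extracellular domain of Rv3671c used as enzyme; 0% = enzyme with DMSO and 100% = no enzyme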
Target sequence (P9WHR9 whole entry, looked up, the tested form may be a part): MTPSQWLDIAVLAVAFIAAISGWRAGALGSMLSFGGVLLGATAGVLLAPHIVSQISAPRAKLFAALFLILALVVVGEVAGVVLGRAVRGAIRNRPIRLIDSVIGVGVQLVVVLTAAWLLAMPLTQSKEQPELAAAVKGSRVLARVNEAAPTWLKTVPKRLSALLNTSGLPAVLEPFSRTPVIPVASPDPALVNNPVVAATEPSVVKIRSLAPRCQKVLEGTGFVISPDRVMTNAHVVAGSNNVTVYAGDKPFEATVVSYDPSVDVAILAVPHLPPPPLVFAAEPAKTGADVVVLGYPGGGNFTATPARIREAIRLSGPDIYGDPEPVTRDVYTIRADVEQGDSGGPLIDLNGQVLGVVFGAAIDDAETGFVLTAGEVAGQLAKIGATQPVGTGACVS
PrPC surface inh: inhibitors of human cell surface prion protein PrPC, primary screen, cell-based, TR-FRET; Major prion protein (Homo sapiens), P04156; TR-FRET read-out; inhibition, % at 13.8 µM; 370,000 compounds, 0.43% hits; AID 720596, 2013; in the data active = inhibition above about 24%; also: 0% = median of the test wells and 100% = reference compound wells
3CLpro inhibitor: SARS-CoV 3CLpro protease inhibitors, primary screen, biochemical, quenched FRET. Replicase polyprotein 1ab (Severe acute respiratory syndrome coronavirus), P0C6X7. recombinant SARS-CoV 3CLpro, quenched FRET peptide cleavage. inhibition, % at 6 µM. AID 1706, 2009. 290,000 compounds, 0.14% hits; in the data active = inhibition above about 12%
MazF activator: activators of E. coli MazEF toxin-antitoxin RNase, primary screen, biochemical, fluorescence, uHTS. Endoribonuclease toxin MazF (Escherichia coli (strain K12)), P0AE70. FAM/BHQ RNA-DNA oligo cleavage fluorescence, 5 h. activation, % at 20 µM. 350,000 compounds, 0.32% hits. AID 504720, 2011; in the data active = activation above about 50%
Target sequence (P0AE70 whole entry, looked up): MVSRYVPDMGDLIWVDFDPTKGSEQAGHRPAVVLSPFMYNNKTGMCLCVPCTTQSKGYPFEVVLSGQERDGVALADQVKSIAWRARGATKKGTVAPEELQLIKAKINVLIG
DUSP3 inh: VHR1 phosphatase inhibitors, primary screen, biochemical, absorbance, uHTS | 290,000 compounds, 0.52% hits | recombinant VHR phosphatase, pNPP absorbance | Dual specificity protein phosphatase 3 (Homo sapiens), P51452 | inhibition, % at 13.3 µM | AID 1654, 2009; in the data active = inhibition above about 50%; also: some compounds called inactive have numbers as strong as hits
Target sequence (P51452 whole entry, looked up): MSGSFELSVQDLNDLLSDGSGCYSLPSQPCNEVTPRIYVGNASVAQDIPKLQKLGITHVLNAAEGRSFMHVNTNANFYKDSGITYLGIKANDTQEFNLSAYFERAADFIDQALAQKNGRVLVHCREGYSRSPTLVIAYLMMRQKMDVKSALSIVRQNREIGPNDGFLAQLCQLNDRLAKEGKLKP
TcdB GH inh: TcdB glycohydrolase inhibitors, primary screen, biochemical, single point, plate reader; TcdB glycohydrolase enzymatic assay; inhibition, % at 9.99 µM; 350,000 compounds, 0.24% hits; AID 652162, 2013; in the data active = inhibition above about 10%
Numbers without * were called inactive; i = inactive; x = not tested or not shown; & = joins results of further samples. This is a subset (hit frequency here may not be typical).

#	Structure	CCHFV vOTU inh	Yp Topo-I inh	PriA SSB inh	BH1578 lux ind	Rv3671c inh	PrPC surface inh	3CLpro inhibitor	MazF activator	DUSP3 inh	TcdB GH inh
1	CCOc1ccc(S(=O)(=O)NCCC(=O)NCc2cccnc2)cc1	-5.3	6.0	-12.8	-0.3	1.8	-3.1	x	-4.2	x	0.6
2	CCSc1nnc(NC(=O)CSc2nnc(Cc3cccn3C)n2CCc2ccccc2)s1	-11.6	25.6	-4.1	2.2	4.8	2.1	7.0	-1.5	20.7	x
3	CCCS(=O)(=O)NC(=O)C1(C)CCN(C(=O)c2cc(C)oc2C)C1 (stereo unspecified)	-0.4	0.7	x	i	x	-8.8	x	x	x	-0.1
4	CCOC(=O)c1sc(NC(=O)CSc2ncccn2)c(C#N)c1C	-16.9	1.4	0.1	i	x	-3.0	-0.8	-2.6	-18.6	x
5	O=C(NCCCSc1ccccc1)c1cnc(Cl)c(Cl)c1	12.1	13.0	-9.2	-0.5	5.6	12.3	0.8	-3.7	7.4	-0.4
6	O=C1CC(C(=O)N2CCCc3ccccc32)CN1c1ccc(F)cc1 (stereo unspecified)	0.8	5.2	-3.2	-0.2	7.5	-0.5	3.9	6.4	26.3	1.0
7	COCC(O)Cn1ccnc1[N+](=O)[O-] (stereo unspecified)	8.4	-1.5	x	i	x	-4.7	x	8.1	x	1.3
8	COc1ccc(F)cc1S(=O)(=O)Nc1cc2c3c(c1)CCN3C(=O)CC2	-1.6	6.7	1.5	-1.3	-0.6	-2.2	x	1.1	x	-0.4
9	COCCSc1ccccc1C(=O)N1CCc2ccccc21	11.5	0.8	-0.1	-2.1	x	-3.4	5.8	-24.7	3.6	1.5
10	Cc1ccc(CC(=O)O/N=C(\N)c2ccncc2)cc1	-2.2	5.4	i	12.5	0.9	7.0	2.6	-3.7	-11.6	1.1
11	COc1ccc(C(C)=O)cc1COc1cccc2c1OC(C)(C)C2	12.7	27.7	-9.3	i	x	7.0	3.7	-3.3	1.2	1.8
12	Cc1cccc(-n2nc(C)c3c2NC2=C(C(=O)CCC2)C3c2ccccn2)c1 (stereo unspecified)	-21.1	14.3	-12.1	-2.4	6.1	-1.6	-2.2	5.8	6.7	2.2

Compounds from the list above that have an aryl methoxy group (2):
#	Structure	CCHFV vOTU inh	Yp Topo-I inh	PriA SSB inh	BH1578 lux ind	Rv3671c inh	PrPC surface inh	3CLpro inhibitor	MazF activator	DUSP3 inh	TcdB GH inh
8	COc1ccc(F)cc1S(=O)(=O)Nc1cc2c3c(c1)CCN3C(=O)CC2	-1.6	6.7	1.5	-1.3	-0.6	-2.2	x	1.1	x	-0.4
11	COc1ccc(C(C)=O)cc1COc1cccc2c1OC(C)(C)C2	12.7	27.7	-9.3	i	x	7.0	3.7	-3.3	1.2	1.8

New compounds follow.
#	Structure	CCHFV vOTU inh	Yp Topo-I inh	PriA SSB inh	BH1578 lux ind	Rv3671c inh	PrPC surface inh	3CLpro inhibitor	MazF activator	DUSP3 inh	TcdB GH inh
13	CCOC(=O)c1c(C)c(C(=O)NCc2ccc(OC)cc2)c(C)n1C	1.3	2.2	5.1	-0.2	-7.1	-11.8	5.9	0.3	19.0	1.3
14	COc1ccccc1S(=O)(=O)N1CCNC(=O)C1	1.9	1.8	-4.4	-0.8	9.0	4.5	x	-5.6	x	-0.6
15	CC1(C(=O)NS(=O)(=O)c2cccc(Cl)c2)CCN1C(=O)c1ccccc1CCc1ccccc1 (stereo unspecified)	6.3	18.4	x	-3.0	x	-4.0	x	x	x	-4.4
16	O=C(CCSc1nnc(-c2ccncc2)o1)Nc1ccccc1Cl	-7.0	2.1	-9.3	-0.8	11.4	2.9	4.3	3.2	7.2	x
17	CN1C(C(=O)NCc2cccc(C(F)(F)F)c2)CC2Cn3c(nc4cc(Cl)c(Cl)cc43)C21 (stereo unspecified)	0.8	2.2	-7.6	i	-5.6	3.4	x	5.5	7.2	0.6
18	CC(C)c1ccc(O)c(NC(=O)c2cncc(Br)c2)c1	-2.6	1.5	-15.4	-0.4	9.4	-3.6	1.6	5.5	17.1	x
19	N#CCCn1cc(C(=O)Nc2ccc(C(=O)O)cc2)c(-c2cc3ccccc3o2)n1	2.1	7.4	3.7	-4.3	-7.1	0.0	-5.0	3.6	19.7	-1.0
20	O=C(Nc1ccccc1)c1cccc2c(Br)cccc12	-10.9	6.6	-13.2	0.5	10.1	-8.5	4.7	20.2	8.6	0.3
21	CN(C)C(=O)CCc1ccc2c3c([nH]c2c1)[C@]1(CCC2CCCC2)[C@@H](C(=O)N2CCOCC2)C[C@H](CC(=O)NCCC2=CCCCC2)C(=O)N1CC3	-2.3	23.5	11.1	-1.1	x	-9.1	x	8.3	x	1.3
22	O=C(O)[C@H](Cc1ccccc1)N1Cc2ccccc2C1=O	1.8	4.8	-8.9	0.3	9.0	5.5	3.8	7.9	4.6	-8.9
23	O=C(Cc1ccccc1)NNC(=S)Nc1ccccc1	2.1	-6.4	3.0&-10.3	-0.2	-14.3	-9.8	1.0	1.2	5.1	0.8
24	Cc1ccc(NC(=S)NNS(=O)(=O)c2ccc3ccccc3c2)cc1Cl	11.6	-8.9	-10.6	-1.2	-3.2	2.4	-0.9	0.5	-0.5	1.2
25	COc1cccc(-c2nc3c(c(=O)[nH]c(=O)n3Cc3ccccc3)n2CCO)c1OC(F)F	5.1	4.3	-0.2	-0.3	-0.3	15.8	5.4	4.3	5.1	-3.3
26	O=C(N/N=C/C(Cl)=C/c1ccccc1)c1ccncc1	-1.2	4.3	x	0.0	-5.3	-9.1	-3.7	5.8	21.9	0.9
27	NC(=O)C1CCN(C(c2ccccc2F)c2nnnn2Cc2ccco2)CC1 (stereo unspecified)	15.7	6.6	3.8	i	-1.7	3.9	4.2	3.3	19.2	x
28	Cc1cc(S(=O)(=O)Nc2ccccc2C(=O)O)ccc1Cl	8.0	8.5	-8.5	i	4.0	2.0	-2.7	-4.4	3.5	1.3
29	CCN(CC)CCNC(=O)c1ccccc1C(=O)c1ncc[nH]1	5.9	-1.5	-12.0	-1.6	-5.5	-5.7	0.1	11.3	-4.0	x
30	Cc1ccc(C(C)C)c(OCc2ccc(C(=O)N/N=C/c3cccc(O)c3O)cc2)c1	16.7	2.8	x	-0.1	-15.2	42.7*	0.9	-25.0	-4.1	0.5
31	COc1cccc(NC(=S)NC2CC3CCCC(C2)N3C2CCCC2)c1 (stereo unspecified)	8.8	-12.9	5.3	-0.2	-2.6	4.3	-0.1	-4.7	-0.9	2.0
32	COc1ccc(NC(=O)N(C)C[C@@H]2OCc3cnnn3CCCC(=O)N([C@H](C)CO)C[C@@H]2C)c(OC)c1	2.2	2.5	x	-0.4	x	0.0	x	8.6	x	1.6&-0.9
33	C[C@@H]1CCC(=O)N(C[C@@H](C)CSc2ccc(Br)cc2)CC1	12.7	34.1	-29.6	-0.4	-2.8	8.8	x	1.8	x	0.4
34	Cc1ccc(S(=O)(=O)N2CCN(C(=O)COC(=O)c3ccccc3Cl)CC2)c(C)c1	4.0	35.0	-8.7	0.0	-6.0	1.2	x	0.4	x	1.7
35	COc1cc(C(=O)N2c3ccccc3CCC2C)cc(OC)c1OC (stereo unspecified)	1.3	1.9	-11.5	-0.7	-3.4	6.5	-2.0	5.6	8.1	0.5
36	Cc1oc(-c2cccs2)[n+]([O-])c1C	6.5	10.7	-13.2	-7.7	2.2	-5.5	-1.2	-1.1	3.6	x
37	COc1ccc(C(=O)NCCC(C)C)cc1S(=O)(=O)N1CCOCC1	1.9	0.3	-6.6	-0.2	-5.2	0.1	-0.5	5.5	-4.4	x
38	O=C(Nc1cc(F)ccc1F)C1CCCN(c2ncnc3c2nc2n3CCCCC2)C1 (stereo unspecified)	7.4	13.4	0.4	0.3	-0.9	9.2	-5.3	8.2	-12.2	-1.4
39	O=C1COCC(=O)N1CCc1c[nH]c2ccccc12	1.0	-0.6	2.0	-0.2	4.5	-2.8	8.2	4.7	4.3	1.3
40	Cc1ccc(NS(=O)(=O)c2ccc3c(c2)oc(=O)n3C)cc1F	-6.1	4.8	-9.4	-0.2	-8.6	2.6	0.2	4.3	14.8	2.7
41	CC(C)(C)c1nnc(NS(C)(=O)=O)s1	8.7	-4.7	-13.0	i	-4.3	9.9	-0.5	5.8	x	x
42	CCC(C)N(C(=O)CSc1nc(C)c(C)c(C)c1C#N)C1CCS(=O)(=O)C1 (stereo unspecified)	11.0	6.3	2.1	i	-2.7	2.3	x	-12.5	x	1.1
43	O=C(CC1C(=O)NCCN1Cc1cccc(F)c1)NCCCN1CCCC1=O (stereo unspecified)	-8.2	10.5	3.9	-0.2	0.8	0.3	7.8	-3.9	-2.7	0.6
44	CS(=O)(=O)N(CC(=O)N1CCCCCC1)c1ccc2c(c1)OCCO2	-11.6	9.7	-9.0	-0.1	8.6	6.9	-2.3	-12.1	9.9	1.9
45	C/C=C/C=C/C(=O)OC(C)C(=O)Nc1cc([N+](=O)[O-])ccc1OC (stereo unspecified)	13.4	3.6	-1.5	i	4.4	-16.9	-0.1	-8.5	-4.0	0.8
46	COc1cc(/C=C/c2ccc3cccc([N+](=O)[O-])c3n2)ccc1OCC(=O)O	13.0	5.2	5.2	i	14.7	-38.9	3.1	3.5	29.6	0.4
47	CC1CCC(C(C)C)C(OC(=O)COC(=O)c2cc(O)ccc2N)C1 (stereo unspecified)	7.0	5.1	8.2	-0.3	8.7	7.9	3.3	1.9	4.5	x
48	Cc1ccc(CNC(=O)C2=CCN(S(=O)(=O)c3ccc(C)cc3)CC2)cc1	-2.1	10.8	x	-0.5	1.1	2.8	5.9	x	-14.8	1.1
49	CC(=O)OCC(=O)C1(O)CCC2C3CC(C)C4=CC(=O)C=CC4(C)C3=CCC21C (stereo unspecified)	-2.7	-2.0	-3.0	-0.8	x	7.1	x	14.7	x	5.9
50	Nc1ccc(-c2nnnn2-c2ccc(N)cc2)cc1	1.0	2.9	4.5	i	-1.8	-1.9	-0.4	8.7	21.9	-0.9
51	CCN1CCN(c2ccc(S(=O)(=O)N3CCOCC3)cc2NC(=O)c2cc(Cl)nc3ccccc23)CC1	1.2	1.0	-8.1	-2.0	2.9	1.7	x	4.9	x	-1.1
52	COC(=O)Cn1nc(-c2ccccc2)c2ccccc21	-15.9	10.7	-14.7	12.5	4.0	5.2	-2.6	5.7	-5.3	x
53	CCOC(=O)c1sc(NC(=O)c2cc3ccccc3o2)nc1C	4.3	2.0	-7.2	2.8	-2.1	4.4	-5.0	1.6	13.1	8.2
54	CCCC(C)c1nnc(NC(=O)CN2C(=O)c3ccccc3C2=O)s1 (stereo unspecified)	-6.2	7.6	-12.8	0.5	-2.7	0.9	3.2	4.0	9.3	2.2
55	Nc1cccnc1Sc1cccc(Cl)c1	-0.6	0.5	3.2	-0.3	1.3	7.0	0.3	-12.2	2.2	x
56	Cc1cc2nc3n(c2cc1C)CC1CC(C(=O)NCCC(C)C)N(C)C31 (stereo unspecified)	5.2	1.6	-17.3	i	-10.5	4.4	x	-3.0	x	1.2
57	COC(=O)C1(CO)NC(c2ccc(C)cc2)C2C(=O)N(c3ccccc3)C(=O)C21 (stereo unspecified)	2.9	1.6	-8.4	0.2	7.8	0.7	0.0	-5.2	76.7	-0.2
